Screening data: PubChem, Broad Institute
Statin myotox sup: suppression of simvastatin myotoxicity | rescue of ATP level, % at 7.49 µM | C2C12 myotubes + simvastatin, ATP luminescence, 48 h; scaled: DMSO 0, geranylgeraniol control 100 | 0.78% of 330,000 active | AID 602340;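 active means mean ATP rescue above about 67%, or every replicate alone reaching that limit, limit read from the data, passing the limit was not always enough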;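 further: myotubes were challenged with 10 µM simvastatin during compound exposure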
Cneo AK release: causes C. neoformans cell lysis; lysis activity, % at 15 µM; adenylate kinase release luminescence, 4 h; normalised: neutral wells 0, clomiphene wells 100; AID 651654; 0.2% of 360,000 active;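 active means mean lysis activity across replicates of at least 80%, whatever share of replicates individually reach that level; inactive means mean lysis activity below 80%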
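Signal: Adenylate kinase release luminescence | Assay system: Log-phase Cryptococcus neoformans yeast cells | Input: Cells at 5 × 10^6 per mL | Buffer or medium: Fresh YPD growth medium | Compound: Single dose | Schedule: Static 4 h at 37 °C with compound, 1 h detection | Controls: Clomiphene | Read-out: Luminescence rise reflecting yeast cell lysis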
LGR2 inh: blocks bursicon-induced cAMP signaling via Drosophila LGR2. 0.35% of 380,000 active. inhibition, % at 9.99 µM. AID 720647. HEK293 LGR2, CRE-luciferase, bursicon-stimulated, 4 h;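 active means drop in luminescence signal, shown as inhibition above about 50% in the replicate tests, limit read from the data, passing the limit was not always enough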;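 further: agonist challenge used bursicon conditioned medium at about half maximal strength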
ERAP1 inh: ERAP1 (human) enzyme inhibition; inhibition, % at 10.7 µM; 0.15% of 340,000 active; AID 652197; recombinant ERAP1, Leu-AMC fluorescence, 60 min;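 active means mean replicate inhibition of at least 30%, or all replicates individually reaching that 30% level; inactive means mean below 30% and not every replicate reaching it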;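 further: 0% = neutral control wells and 100% = L-leucinethiol positive control wells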
Target sequence (Q9NZ08 whole entry, looked up): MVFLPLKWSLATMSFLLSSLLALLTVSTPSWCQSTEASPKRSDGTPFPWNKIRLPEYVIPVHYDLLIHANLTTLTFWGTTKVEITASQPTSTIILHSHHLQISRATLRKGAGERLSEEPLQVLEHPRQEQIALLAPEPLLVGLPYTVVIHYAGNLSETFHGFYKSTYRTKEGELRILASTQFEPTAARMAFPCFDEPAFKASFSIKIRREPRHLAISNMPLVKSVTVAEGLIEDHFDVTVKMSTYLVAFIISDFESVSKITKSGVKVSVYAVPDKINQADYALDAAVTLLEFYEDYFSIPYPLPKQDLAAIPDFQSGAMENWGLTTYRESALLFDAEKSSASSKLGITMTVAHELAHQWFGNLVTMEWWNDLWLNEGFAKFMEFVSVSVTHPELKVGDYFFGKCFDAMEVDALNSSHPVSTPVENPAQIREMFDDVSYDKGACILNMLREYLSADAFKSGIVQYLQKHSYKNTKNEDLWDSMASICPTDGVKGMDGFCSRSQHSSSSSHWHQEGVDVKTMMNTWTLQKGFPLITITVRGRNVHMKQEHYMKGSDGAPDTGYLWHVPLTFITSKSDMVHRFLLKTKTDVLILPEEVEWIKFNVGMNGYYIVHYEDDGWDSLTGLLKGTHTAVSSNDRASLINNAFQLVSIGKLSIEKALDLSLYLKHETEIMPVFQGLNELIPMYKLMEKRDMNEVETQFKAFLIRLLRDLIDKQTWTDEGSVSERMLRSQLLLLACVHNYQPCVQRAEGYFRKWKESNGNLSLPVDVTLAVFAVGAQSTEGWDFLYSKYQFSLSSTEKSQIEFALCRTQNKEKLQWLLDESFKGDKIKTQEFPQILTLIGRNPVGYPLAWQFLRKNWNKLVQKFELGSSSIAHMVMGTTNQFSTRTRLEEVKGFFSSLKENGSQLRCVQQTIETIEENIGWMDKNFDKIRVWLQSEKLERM
PGC1a acetyl inh: lowers PGC1a acetylation signal in U2OS cells; AlphaScreen anti-acetyl-lysine; with virally co-expressed GCN5 acetyltransferase; inhibition, % at 15.6 µM; 0.17% of 350,000 active; AID 651687;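 active means every replicate shows inhibition of at least 40%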;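 further: 0% = neutral control wells and 100% = positive control wells; some results beyond the cut were filed as inactive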
Xi reactivation: reactivates the inactive X chromosome in mouse fibroblasts; XiGFP mouse fibroblasts, % GFP-positive cells imaging, 3 d; cells co-treated with 5-aza-dC sensitizer; scaled so ellipticine positive control = 100%; activation, % at 7.58 µM; 0.055% of 360,000 active; AID 743238;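 active means mean normalized replicate activation at least 10% and every replicate at or above 10%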;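 further: 0% = median of on-plate neutral control wells and 100% = ellipticine 6 µM median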
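assay system = SV40-immortalized XiGFP fibroblast cells, line 68-5-11 | buffer or medium = DMEM plus 5-aza-dC sensitizer | doses = single-point pinned compound dosing | times = 3-day compound exposure, then 15 min fixation at room temperature | benchmarks = positive control ellipticine, 6 µM final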
S100A4 MyoIIA: blocks human S100A4 binding to myosin IIA peptide. P26447. S100A4/TAMRA-MyoIIA peptide fluorescence polarization. inhibition, % at 10.7 µM. 0.14% of 360,000 active;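 active means mean inhibition of at least 70% across replicates, with every replicate also reaching that level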
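Test system: S100A4 monomer protein. Medium: HEPES buffer with Ca2+, pH 7.2. Reagent: fluorescent myosin IIA peptide, 5 nM. Compound dosing: single-point compound testing. Timing: 5 min between mix addition and reading. Benchmarks: DMSO neutral and TFP positive wells.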
SIRT5 inh: sirtuin-5 (human) deacylase inhibition; Q9NXA8; Purified SirT5, succinyl-peptide AMC, trypsin-coupled fluorescence; inhibition, % at 15 µM; 1.1% of 330,000 active; AID 652115; in the data active means inhibition above about 15%
Active calls of the source: *; . = no result given; & = joins results of further samples.

Results follow in this order: PGC1a acetyl inh, Statin myotox sup, S100A4 MyoIIA, Cneo AK release, SIRT5 inh, LGR2 inh, ERAP1 inh, Xi reactivation
> C[C@H]1CN([C@@H](C)CO)C(=O)c2c(c3ccccc3n2C)-c2ccccc2CO[C@H]1CN(C)Cc1cccc(F)c1
    -6, -3, 3, 1, ., 1, ., 0.0&0.0
> COc1ccc(OCC(=O)NNC(=O)c2c(-c3ccccc3Cl)noc2C)cc1
    62*, 1, 0, ., -2, -8, -4, 0.0
> Cc1nn(C)cc1NC(=O)C[C@@H]1CC[C@@H]2[C@H](COc3ccc(NC(=O)Nc4cccc(Cl)c4)cc3C(=O)N2C)O1
    7, -60, 3, 1, 0, 1, -1, 0.1
> C[C@H](CO)N1C[C@H](C)[C@@H](CN(C)CC2CC2)OCCCC[C@H](C)Oc2ccc(NS(C)(=O)=O)cc2C1=O
    11, ., 2, 2, 0, 2, 1, 0.4
> C[C@@H]1CCCCO[C@@H](CN(C)C(=O)NC2CCCCC2)[C@@H](C)CN([C@H](C)CO)C(=O)c2cc(NS(=O)(=O)c3cn(C)cn3)ccc2O1
    ., -41, 5, 0, -3, -15, 2, -0.7
> COc1ccccc1CNC(=O)CSc1ccc(-c2ccncc2)nn1
    ., ., -41, ., -3, 1, ., -0.1
> COCCNC(=O)C[C@H]1CC[C@H]2[C@H](COc3ccc(NC(=O)Cc4ccccc4)cc3C(=O)N2C)O1
    3, 7, 9, -3, -2, -2, 4, 0.2
> CN1CCN(CCc2cn3ncc(C#N)c3nc2-c2ccc(F)cc2)CC1
    15, 6, 6, 0, -3, 11, -2, 0.0
> CC(=O)N1CCCCN2[C@H](CO)[C@@H](c3ccc(-c4ccccc4)cc3)[C@H]2C1
    -4, -9, 24, 2, 4, 3, -24, 0.3
> Cc1noc(C)c1S(=O)(=O)Nc1ccc2c(c1)C(=O)N([C@@H](C)CO)C[C@@H](C)[C@@H](CN(C)Cc1ccc(Cl)c(Cl)c1)O2
    -3, ., -1, 0, 4, 10, 0, 0.0
> C[C@@H]1CN([C@H](C)CO)C(=O)c2cccc(NS(=O)(=O)c3cn(C)cn3)c2O[C@@H]1CN(C)Cc1ccc(Cl)c(Cl)c1
    -14, 29, -2, -6, -3, 10, 1, 0.2
> O=C(Nc1ccc(Nc2ccccc2)cc1)c1ccc(Cl)cc1
    ., -27, 0, 5, 1, 2, ., 0.0
> O=C(Nc1ccc(-n2cccn2)cc1)C1CCN(Cc2ccccn2)CC1
    4, -1, -5, 0, -1, 5, -1, 0.1
> CO[C@H]1CN(C)C(=O)c2ccc(NC(=O)NC(C)C)cc2OC[C@H](C)N(C(=O)CC2CC2)C[C@@H]1C
    1, ., -1, ., -29, -11, 4, 0.3
> COc1cccc(CNC(=O)CCS(=O)(=O)c2ccc3c(c2)NC(=O)CO3)c1
    -3, -13, 1, -3, -1, -1, -6, 0.0
> COc1cccc(C(=O)N2CCN(C(=O)C3COc4ccccc4O3)CC2)c1 (configuration not stated)
    9, 12, 0, 0, 6, -1, -2, 0.0
> Cc1cc(C)cc(NC(=S)N2CCN(S(=O)(=O)c3ccccc3)CC2)c1
    ., 5, 11, -1, 0, 8, -4, 0.4
> C[C@@H]1CCCCO[C@H](CN(C)C(=O)Cc2ccccc2)[C@@H](C)CN([C@@H](C)CO)C(=O)c2cc(NS(=O)(=O)c3ccccc3)ccc2O1
    -6, ., 12, -1, 8, -12, -2, 0.1
> Cc1cccc(-n2ncc3c(N4CCC5(CC4)OCCO5)ncnc32)c1
    3, -13, -7, -1, -4, -40, -6, 0.5
> CNC(=O)COc1coc(CN2CCN(c3ccccc3F)CC2)cc1=O
    -3, -8, -1, 1, 0, 10, 8, -0.1
> Cc1ccc(S(=O)(=O)Nc2cccc(C(=O)NCC(c3ccccc3)N(C)C)c2)cc1F (configuration not stated)
    ., 20, 20, -2, -1, -8, 4, 0.1
> C[C@H]1CN([C@@H](C)CO)C(=O)c2cccc(NC(=O)C3CCOCC3)c2O[C@H]1CN(C)S(=O)(=O)c1ccccc1
    -11, -4, -6, -2, 9, -10, 1, 0.1
> Cc1cc(Cl)ccc1C1=CC(=O)C[C@H](c2ccc(F)cc2)C1
    ., 1, -1, -1, ., 13, 1, 0.3
> COc1ccc(CCN(C)C(=O)C2CCN(Cc3cccc(OC)c3OC)CC2)cc1OC
    6, 5, 1, 17, 1, 5, -3, 0.2
> CCOc1ccccc1NC(=O)Cc1cccs1
    -1, 5, -4, 2, -2, -1, 2, 0.3
> COc1ccc(Cl)cc1NC(=S)NCc1ccccn1
    7, ., ., 0, ., -14, ., -0.2
> COc1ccc(NC(=O)CN(c2ccc(Cl)cc2)S(C)(=O)=O)cc1OC
    15, 45, 3, 6, 25*, -5, -1, 0.0
> O=C(Nc1ccc2c(c1)OCO2)C1Cc2c(-c3ccc4c(c3)OCO4)ccnc2O1 (configuration not stated)
    -5, -15, 0, 3, ., 21, -3, -0.1
> CO[C@@H]1CN(C)C(=O)c2cc(NC(=O)c3cccc(F)c3)ccc2OC[C@H](C)N(C(C)=O)C[C@H]1C
    5, 4, ., ., ., -1, ., 0.1
> CC1Sc2ccccc2N(CC(=O)N(C(C)C)C(C)C)C1=O (configuration not stated)
    -12, 1, ., 0, ., -12, ., .

Some entries already given, limited to PGC1a acetyl inh:
SMILES	PGC1a acetyl inh
CC(=O)N1CCCCN2[C@H](CO)[C@@H](c3ccc(-c4ccccc4)cc3)[C@H]2C1	-4
Cc1noc(C)c1S(=O)(=O)Nc1ccc2c(c1)C(=O)N([C@@H](C)CO)C[C@@H](C)[C@@H](CN(C)Cc1ccc(Cl)c(Cl)c1)O2	-3

Returning to the listing, repeating the 5 entries before the break.
Results follow in this order: PGC1a acetyl inh, Statin myotox sup, S100A4 MyoIIA, Cneo AK release, SIRT5 inh, LGR2 inh, ERAP1 inh, Xi reactivation
> COc1ccc(Cl)cc1NC(=S)NCc1ccccn1
    7, ., ., 0, ., -14, ., -0.2
> COc1ccc(NC(=O)CN(c2ccc(Cl)cc2)S(C)(=O)=O)cc1OC
    15, 45, 3, 6, 25*, -5, -1, 0.0
> O=C(Nc1ccc2c(c1)OCO2)C1Cc2c(-c3ccc4c(c3)OCO4)ccnc2O1 (configuration not stated)
    -5, -15, 0, 3, ., 21, -3, -0.1
> CO[C@@H]1CN(C)C(=O)c2cc(NC(=O)c3cccc(F)c3)ccc2OC[C@H](C)N(C(C)=O)C[C@H]1C
    5, 4, ., ., ., -1, ., 0.1
> CC1Sc2ccccc2N(CC(=O)N(C(C)C)C(C)C)C1=O (configuration not stated)
    -12, 1, ., 0, ., -12, ., .
> COc1ccc(NC(=O)N[C@@H]2C=C[C@@H](CC(=O)NC3CCCCC3)O[C@@H]2CO)cc1
    -6, -14, 1, 41, 4, -3, 0, -0.2
> CN(c1ccccc1)S(=O)(=O)c1nnc(NC(=O)C2CCCCC2)s1
    ., -3, 3, 0, -3, 11, -3, 0.1
> CO[C@@H]1CC[C@@H]2CCOc3c(C#N)cccc3C(=O)N(C)[C@H](C)C(=O)N(C)C[C@H]1O2
    ., -1, -6, 0, -17, -1, -5, -0.1
> CN(C)c1ccc(CNC(=O)C2(C)Cc3c(-c4cccc(C(F)(F)F)c4)ccnc3O2)cc1 (configuration not stated)
    2, -1, -7, -5, 1, 13, 4, 0.2
> CCCC(O)(CCC)C(=O)NN(C(=O)CCl)c1cccc(C)c1
    ., ., -6, ., 1, 10, -2, 0.0
> COc1ccc(CCNC(=O)/C=C/C(=O)O)cc1OC
    ., ., 4, ., 1, 18, 1, -0.1
> Cc1ccc(S(=O)(=O)N(C)C[C@@H]2Oc3ccc(NC(=O)C4CC4)cc3CC(=O)N([C@@H](C)CO)C[C@H]2C)cc1
    1, -7, 10, 48, 2, -18, -1, -0.5
> C[C@@H]1CN([C@H](C)CO)C(=O)c2cc(-c3ccc(C#N)cc3)cnc2O[C@@H]1CN(C)Cc1cccnc1
    4, -6, -1, -1, -7, 14, 1, 0.0
> COc1cccc(-c2nc(CS(=O)(=O)CC(=O)NCCCc3ccccc3)c(C)o2)c1
    -1, -14, 1, -3, 0, -1, -3, 0.1
> CC(C)(C)c1ccc(-c2noc(CCC(=O)NCc3ccco3)n2)cc1
    ., ., -7, ., 1, -68, 0, 0.0
> COCc1c(C(=O)N/N=C(/C)c2ccccc2)nnn1-c1nonc1N
    18, ., 2, ., -4, -17, 4, 0.0
> O=C(O)c1ccc([N+](=O)[O-])cc1
    ., 11, -3, 0, 5, -1, -3, -0.1
> O=C(CSc1nc2nc3c(cc2c(=O)n1-c1ccccc1)CCCC3)Nc1ccccc1
    2, 15, ., -1, ., 19, ., .
> COc1cc(CN2CCC(n3nccc3NC(=O)c3ccc4c(c3)OCO4)CC2)ccc1O
    -6, 7, 16, 0, 2, 2, -4, 0.1
> COc1ccc(-c2csc(NC(=O)CSc3n[nH]c(N)n3)n2)cc1
    6, 7, -1, 2, -2, -4, 2, 0.2
> CCS(=O)(=O)N1CC2(C1)CN(S(=O)(=O)c1cn(C)cn1)[C@@H](CO)c1[nH]c3cc(OC)ccc3c12
    3, ., -6, ., 30*, 11, -4, 0.1
> CC(=O)c1cccc(NC(=O)C2CCCN2S(=O)(=O)c2cccs2)c1 (configuration not stated)
    3, -6, -1, 11, -3, -11, 10, 0.2
> O=C(C[C@H]1C=C[C@H](NC(=O)C2CC2)[C@@H](CO)O1)NCCCN1CCOCC1
    11, -5, 0, -1, 1, -2, 1, -0.2
> N/C(=N/OC(=O)c1ccccc1Cl)c1nonc1N
    -14, ., -1, ., -1, -32, 1, 0.1
> C[C@H]1CN([C@@H](C)CO)C(=O)c2cccc(NC(=O)c3ccncc3)c2O[C@H]1CN(C)Cc1ccccc1
    3, -4, 9, -1, -4, -7, 5, 0.2
> N#Cc1ccsc1NC(=O)CSc1nncs1
    ., -1, 1, 1, 15, -12, 1, 0.0
> COc1ccc(C(=O)COC(=O)CCc2ccccc2)cc1
    3, 6, 3, -2, -3, -30, -3, 0.0
> CC(C)NC(=O)N(C)C[C@@H]1Oc2c(NS(=O)(=O)c3ccccc3)cccc2C(=O)N([C@@H](C)CO)C[C@H]1C
    1, -7, 1, 4, 1, 25, 1, -0.5

Not all compounds are listed, so the mix of outcomes need not match the whole.
